yeast mec2-1: NCI yeast anticancer drug screen, S. cerevisiae mec2-1 strain; % growth inhibition at 50 µM; 79,000 compounds, 9% hits; AID 157, 2004;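 note: 0% = growth of vehicle-only cultures of the same strain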
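Strain: mec2-1 (DNA repair/cell cycle alteration). Compound exposure, then growth measured; inhibition expressed relative to vehicle.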
yeast mlh1 rad18: NCI yeast anticancer drug screen, S. cerevisiae mlh1 rad18 strain; growth inhibition, % at 50 µM; 79,000 compounds, 11% hits;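 note: 0% = growth of vehicle-only cultures of the same strain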
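Steps: expose repair-defective yeast to compound; measure growth; express inhibition against vehicle-treated controls.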
rad50: NCI yeast anticancer drug screen, S. cerevisiae rad50 strain; % growth inhibition at 50 µM; 79,000 compounds, 10% hits; AID 155, 2004;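 note: 0% = growth of vehicle-only cultures of the same strain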
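Inhibition values express reduced yeast growth in compound-treated cultures relative to vehicle-treated controls.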
yeast sgs1 mgt1: NCI yeast anticancer drug screen, S. cerevisiae sgs1 mgt1 strain; % growth inhibition at 50 µM; 78,000 compounds, 10% hits; AID 161, 2004;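 note: 0% = growth of vehicle-only cultures of the same strain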
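Compounds are added to genetically altered yeast, and growth is compared with cultures given vehicle alone to give percent inhibition.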
yeast bub3: NCI yeast anticancer drug screen, S. cerevisiae bub3 mutant strain; growth inhibition, % at 50 µM; 78,000 compounds, 9.9% hits;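 note: 0% = growth of vehicle-only cultures of the same strain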
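Yeast carrying a defined mutation is treated with each compound, and growth is compared with that of vehicle-exposed cells to give inhibition.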
yeast cln2 rad14: NCI yeast anticancer drug screen, S. cerevisiae cln2 rad14 strain. 78,000 compounds, 8.3% hits. growth inhibition, % at 50 µM. AID 165, 2004;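 note: 0% = growth of vehicle-only cultures of the same strain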
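The screen exposed genetically defined yeast (cln2 rad14) to test compounds and scored growth inhibition relative to vehicle-treated controls.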
* marks the source's active call; other numbers are inactive results. Cut-off read from the data, not from the text of the source: active = growth inhibition above about 70%; inactive = the rest. An unsorted share of the library; 14% or so of the library scored in one or more.

Screening FC(F)(F)c1ccccc1C=NC12CC3CC(CC(C3)C1)C2 returned yeast mec2-1 13, yeast mlh1 rad18 2, rad50 -2, yeast sgs1 mgt1 5, yeast bub3 0 and yeast cln2 rad14 23.
`CCOC(=O)c1cc(O)cc(=O)n1C1OC(COC(=O)c2ccccc2)C(OC(=O)c2ccccc2)C1OC(=O)c1ccccc1` (stereo not drawn) gave yeast mec2-1 -19, yeast mlh1 rad18 -11, rad50 50, yeast sgs1 mgt1 33, yeast bub3 -9 and yeast cln2 rad14 3.
c1ccc2c(c1)OCc1nccn1-2 was read as yeast mec2-1 -3, yeast mlh1 rad18 -23, rad50 -20, yeast sgs1 mgt1 -6, yeast bub3 13 and yeast cln2 rad14 -20.
Screening CCN(CC)CC(O)C1CCC(c2ccccc2)CC1 (stereo not drawn) returned yeast mec2-1 36, yeast mlh1 rad18 69, rad50 85*, yeast sgs1 mgt1 93*, yeast bub3 83* and yeast cln2 rad14 65.
Screening Cc1ncc(CO)c(/C=N/NC(=O)c2ccncc2)c1O returned yeast mec2-1 9, yeast mlh1 rad18 18, rad50 14, yeast sgs1 mgt1 12, yeast bub3 16 and yeast cln2 rad14 -36.
`NC(=S)N/N=C1/C(=O)N(c2ccc(Cl)cc2)C(=O)C1C(=O)Nc1ccc(Cl)cc1` (stereo not drawn) gave yeast mec2-1 20, yeast mlh1 rad18 52, rad50 40, yeast sgs1 mgt1 41, yeast bub3 -8 and yeast cln2 rad14 -40.
Screening CCCCCCCCCCn1cnc2c(=O)[nH]c(N)nc21 returned yeast mec2-1 3, yeast mlh1 rad18 -5, rad50 2, yeast sgs1 mgt1 10, yeast bub3 3 and yeast cln2 rad14 0.
`Cc1cc(C)n2c(-c3ccccc3)nnc2c1` gave yeast mec2-1 -7, yeast mlh1 rad18 -9, rad50 19, yeast sgs1 mgt1 -20, yeast bub3 8 and yeast cln2 rad14 -7.
For Clc1ccc(CSCSCc2ccc(Cl)cc2)cc1 the results were yeast mec2-1 -15, yeast mlh1 rad18 4, rad50 6, yeast sgs1 mgt1 11, yeast bub3 20 and yeast cln2 rad14 -41.
Screening CN(C)P1(=O)N(c2ccc(Cl)cc2)P(=O)(N(C)C)N1c1ccc(Cl)cc1 (stereo not drawn) returned yeast mec2-1 -36, yeast mlh1 rad18 -13, rad50 -14, yeast sgs1 mgt1 -13, yeast bub3 -25 and yeast cln2 rad14 2.
CCCCCCCCCCCCCCCCCC(=O)N/N=C\c1c(O)ccc2ccccc12 was read as yeast mec2-1 12, yeast mlh1 rad18 20, rad50 21, yeast sgs1 mgt1 5, yeast bub3 -10 and yeast cln2 rad14 2.
CCOC(=O)/C(=C/c1cc(OC)ccc1OC)P(=O)(OCC)OCC was read as yeast mec2-1 -13, yeast mlh1 rad18 -1, rad50 6, yeast sgs1 mgt1 -18, yeast bub3 5 and yeast cln2 rad14 -25.
Cc1cc(NN)c2cc3c(cc2n1)OCO3 was read as yeast mec2-1 -3, yeast mlh1 rad18 24, rad50 12, yeast sgs1 mgt1 5, yeast bub3 -6 and yeast cln2 rad14 -46.
For COc1ccc(-c2oc3cc(-c4cc5oc(-c6ccc(OC)cc6)c(-c6ccc(OC)cc6)c5cc4OC)c(OC)cc3c2-c2ccc(OC)cc2)cc1 the results were yeast mec2-1 -31, yeast mlh1 rad18 -18, rad50 -32, yeast sgs1 mgt1 -31, yeast bub3 -31 and yeast cln2 rad14 15.
Screening N#CC1CC2c3ccccc3C1([N+](=O)[O-])c1ccccc12 (stereo not drawn) returned yeast mec2-1 27, yeast mlh1 rad18 71*, rad50 54, yeast sgs1 mgt1 13, yeast bub3 45 and yeast cln2 rad14 43.
`CC(C)CCNCCC(C)C` gave yeast mec2-1 25, yeast mlh1 rad18 22, rad50 36, yeast sgs1 mgt1 -3, yeast bub3 -15 and yeast cln2 rad14 -36.
Screening O=C1NC2c3ccccc3CCC12 (stereo not drawn) returned yeast mec2-1 -5, yeast mlh1 rad18 -4, rad50 -2, yeast sgs1 mgt1 -2, yeast bub3 9 and yeast cln2 rad14 -72.
Screening O=c1cc2oc3cc(O)c(O)cc3c(-c3ccccc3O)c-2cc1O returned yeast mec2-1 2, yeast mlh1 rad18 26, rad50 26, yeast sgs1 mgt1 45, yeast bub3 41 and yeast cln2 rad14 32.
Screening O=P(Cc1ccccc1)(N1CCOCC1)N1CCOCC1 returned yeast mec2-1 0, yeast mlh1 rad18 -4, rad50 -28, yeast sgs1 mgt1 -7, yeast bub3 -10 and yeast cln2 rad14 -2.
For NN=c1c2ccccc2oc2ccccc12 the results were yeast mec2-1 -17, yeast mlh1 rad18 21, rad50 27, yeast sgs1 mgt1 -8, yeast bub3 -2 and yeast cln2 rad14 -18.
Screening Cc1cccc(N2P(N(C)C)N(c3cccc(C)c3)P2(=O)N(C)C)c1 (stereo not drawn) returned yeast mec2-1 14, yeast mlh1 rad18 -8, rad50 12, yeast sgs1 mgt1 -6, yeast bub3 2 and yeast cln2 rad14 -7.
O=C1c2cc([N+](=O)[O-])ccc2-c2cccc(F)c21 was read as yeast mec2-1 60, yeast mlh1 rad18 83*, rad50 92*, yeast sgs1 mgt1 67, yeast bub3 33 and yeast cln2 rad14 55.
Nc1nc(SCC(=O)c2ccc(Br)cc2)c2[nH]cnc2n1 was read as yeast mec2-1 3, yeast mlh1 rad18 27, rad50 23, yeast sgs1 mgt1 -11, yeast bub3 23 and yeast cln2 rad14 10.
Screening OCCCCC(c1ccc(O)cc1)c1ccc(O)cc1 returned yeast mec2-1 -52, yeast mlh1 rad18 -15, rad50 17, yeast sgs1 mgt1 9, yeast bub3 -19 and yeast cln2 rad14 25.
`CN(C)c1ccc(/C=C(\C#N)c2ccccc2F)cc1` gave yeast mec2-1 3, yeast mlh1 rad18 40, rad50 45, yeast sgs1 mgt1 39, yeast bub3 62 and yeast cln2 rad14 18.
Screening CCCOC(=O)O[C@H]1CC[C@@]2(C)C(=CC[C@H]3[C@@H]4CC[C@H]([C@H](C)CCCC(C)C)[C@@]4(C)CC[C@@H]32)C1 returned yeast mec2-1 -31, yeast mlh1 rad18 -34, rad50 -35, yeast sgs1 mgt1 -28, yeast bub3 -29 and yeast cln2 rad14 4.
For COC1C(=[N+]=[N-])C(=O)NC(=O)N1C1OC(COC(c2ccccc2)(c2ccccc2)c2ccccc2)C(O)C1O (stereo not drawn) the results were yeast mec2-1 81*, yeast mlh1 rad18 67, rad50 70, yeast sgs1 mgt1 67, yeast bub3 60 and yeast cln2 rad14 77*.
`O=C(CCCCC(=O)Nc1ccc2[nH]c3ccccc3c(=O)c2c1)Nc1ccc2[nH]c3ccccc3c(=O)c2c1` gave yeast mec2-1 0, yeast mlh1 rad18 8, rad50 0, yeast sgs1 mgt1 -3, yeast bub3 -3 and yeast cln2 rad14 -2.
CCC(CCC(C)C)(SCC(N)=O)C(=O)O (stereo not drawn) was read as yeast mec2-1 -5, yeast mlh1 rad18 -38, rad50 -5, yeast sgs1 mgt1 -26, yeast bub3 0 and yeast cln2 rad14 -39.
`Cn1c2ccccc2n2c(=O)c3c(c(C#N)c12)CCCC3` gave yeast mec2-1 -35, yeast mlh1 rad18 -22, rad50 -31, yeast sgs1 mgt1 -3, yeast bub3 -21 and yeast cln2 rad14 0.
Screening CSc1nc(C)cc(N(C)c2ccccc2)n1 returned yeast mec2-1 0, yeast mlh1 rad18 15, rad50 -6, yeast sgs1 mgt1 9, yeast bub3 -18 and yeast cln2 rad14 -9.
Screening Cc1ccc2c(c1)-c1ccccc1C2C(=O)O (stereo not drawn) returned yeast mec2-1 5, yeast mlh1 rad18 18, rad50 4, yeast sgs1 mgt1 -3, yeast bub3 12 and yeast cln2 rad14 -4.
For CN(C)S(=O)(=O)C(c1ccccc1)C(c1ccccc1)S(=O)(=O)N(C)C (stereo not drawn) the results were yeast mec2-1 -4, yeast mlh1 rad18 2, rad50 47, yeast sgs1 mgt1 27, yeast bub3 -5 and yeast cln2 rad14 2.
For O=C1CN(c2cccc(Cl)c2)C(=O)CN1/N=C/c1ccc[nH]1 the results were yeast mec2-1 99*, yeast mlh1 rad18 99*, rad50 98*, yeast sgs1 mgt1 99*, yeast bub3 98* and yeast cln2 rad14 98*.
For Cc1cccnc1C the results were yeast mec2-1 -7, yeast mlh1 rad18 8, rad50 17, yeast sgs1 mgt1 -16, yeast bub3 14 and yeast cln2 rad14 24.
O=c1[nH]c2c([N+](=O)[O-])cc(Cl)cc2nc1/C=C(\O)c1cccc2ccccc12 was read as yeast mec2-1 62, yeast mlh1 rad18 72*, rad50 77*, yeast sgs1 mgt1 90*, yeast bub3 72* and yeast cln2 rad14 82*.
COc1cccc(C)c1C(O)CC1CCCN1 (stereo not drawn) was read as yeast mec2-1 4, yeast mlh1 rad18 6, rad50 22, yeast sgs1 mgt1 7, yeast bub3 12 and yeast cln2 rad14 30.
COc1ccc(Nc2nc3ccc(C(F)(F)F)cc3nc2-c2ccccc2)cc1OC was read as yeast mec2-1 -6, yeast mlh1 rad18 -32, rad50 2, yeast sgs1 mgt1 -20, yeast bub3 -7 and yeast cln2 rad14 -16.
Screening O=C(/C=C/C=C/c1ccccc1)CCc1ccccc1 returned yeast mec2-1 17, yeast mlh1 rad18 -29, rad50 7, yeast sgs1 mgt1 24, yeast bub3 16 and yeast cln2 rad14 31.
Screening S=c1[nH]ccn1-c1c(Cl)cccc1Cl returned yeast mec2-1 -12, yeast mlh1 rad18 -15, rad50 -8, yeast sgs1 mgt1 23, yeast bub3 3 and yeast cln2 rad14 19.

Part of the list above in order of number of heavy atoms, lowest first.
CCC(CCC(C)C)(SCC(N)=O)C(=O)O (stereo not drawn) was read as yeast mec2-1 -5, yeast mlh1 rad18 -38, rad50 -5, yeast sgs1 mgt1 -26, yeast bub3 0 and yeast cln2 rad14 -39.
COc1cccc(C)c1C(O)CC1CCCN1 (stereo not drawn) was read as yeast mec2-1 4, yeast mlh1 rad18 6, rad50 22, yeast sgs1 mgt1 7, yeast bub3 12 and yeast cln2 rad14 30.
Screening O=C(/C=C/C=C/c1ccccc1)CCc1ccccc1 returned yeast mec2-1 17, yeast mlh1 rad18 -29, rad50 7, yeast sgs1 mgt1 24, yeast bub3 16 and yeast cln2 rad14 31.
For O=C1CN(c2cccc(Cl)c2)C(=O)CN1/N=C/c1ccc[nH]1 the results were yeast mec2-1 99*, yeast mlh1 rad18 99*, rad50 98*, yeast sgs1 mgt1 99*, yeast bub3 98* and yeast cln2 rad14 98*.
COc1ccc(Nc2nc3ccc(C(F)(F)F)cc3nc2-c2ccccc2)cc1OC was read as yeast mec2-1 -6, yeast mlh1 rad18 -32, rad50 2, yeast sgs1 mgt1 -20, yeast bub3 -7 and yeast cln2 rad14 -16.

Additional compounds:
Screening Cc1ccc(C(C)CO)cc1 (stereo not drawn) returned yeast mec2-1 5, yeast mlh1 rad18 19, rad50 20, yeast sgs1 mgt1 -8, yeast bub3 -14 and yeast cln2 rad14 -1.
C=C1C(=O)OC(C)(C)C1c1ccc(Cl)c(Cl)c1 (stereo not drawn) was read as yeast mec2-1 100*, yeast mlh1 rad18 100*, rad50 100*, yeast sgs1 mgt1 100*, yeast bub3 100* and yeast cln2 rad14 99*.
Screening CCSc1c2ccccc2c(-c2nc(F)nc(F)n2)n1CCc1ccccc1 returned yeast mec2-1 81*, yeast mlh1 rad18 81*, rad50 87*, yeast sgs1 mgt1 88*, yeast bub3 86* and yeast cln2 rad14 87*.
Nc1nc(-c2ccc(Nc3ccnc4cc(Cl)ccc34)cc2)cs1 was read as yeast mec2-1 -9, yeast mlh1 rad18 13, rad50 13, yeast sgs1 mgt1 -1, yeast bub3 -16 and yeast cln2 rad14 -14.
For N#Cc1cccc2c(/C=N\NC(N)=S)nccc12 the results were yeast mec2-1 34, yeast mlh1 rad18 32, rad50 35, yeast sgs1 mgt1 49, yeast bub3 21 and yeast cln2 rad14 13.
`O=C(CN(Cc1ccccc1)Cc1ccccc1)NC(=O)c1ccccc1` gave yeast mec2-1 -8, yeast mlh1 rad18 -10, rad50 4, yeast sgs1 mgt1 8, yeast bub3 10 and yeast cln2 rad14 -36.
For CCOC(=O)c1c(Cl)c(CC)c(Cl)n2c1nc1ccccc12 the results were yeast mec2-1 -7, yeast mlh1 rad18 4, rad50 -13, yeast sgs1 mgt1 15, yeast bub3 -3 and yeast cln2 rad14 -10.
`O=C(N=Nc1ccccc1Br)NNc1ccccc1Br` gave yeast mec2-1 1, yeast mlh1 rad18 33, rad50 9, yeast sgs1 mgt1 17, yeast bub3 27 and yeast cln2 rad14 -27.
CC(=O)C(C(c1ccccc1)N1CCOCC1)N1CCOCC1 (stereo not drawn) was read as yeast mec2-1 -1, yeast mlh1 rad18 6, rad50 12, yeast sgs1 mgt1 -24, yeast bub3 -23 and yeast cln2 rad14 1.
For COC(=O)c1ccc(SCCC(=O)CNc2nc(N)nc(N)c2[N+](=O)[O-])cc1 the results were yeast mec2-1 -13, yeast mlh1 rad18 3, rad50 32, yeast sgs1 mgt1 18, yeast bub3 0 and yeast cln2 rad14 22.

Screening results: PubChem, NCI
